Vif-APOBEC3F blk – qHTS for Inhibitors of Vif-A3F Interactions: qHTS; HeLa A3F-eYFP + Vif (tagged APOBEC3F with the HIV-1 protein that degrades it), YFP fluorescence increase; 390,000 tested, 0.2% active; Potency, µM (highest dose often 46.1 µM), for inactives: top-dose activity, negative = active; note: potency is the fitted concentration of half-maximal effect; % of control where 0% means no effect; nearly all actives have a fitted effect of over 65% in size
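Fluorescence increase (Ex 488/Em 500-530) after overnight compound treatment at 37 deg C flags inhibition of Vif-driven A3F-eYFP loss in stable HeLa A3F-eYFP/Vif cells seeded overnight beforehand.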
PI4K2A inh – qHTS for small molecular inhibitors of PI4K2A; activity change, negative = inhibition, % at 76.9 µM; 420,000 tested, 0.13% active; Phosphatidylinositol 4-kinase type 2-alpha (Homo sapiens), Q9BTU6; purified PI4K2A, ADP-Glo luminescence, 1 h; active compounds read low; in the data active = activity change below about -50%; inconclusive = mostly about -30% to -49%;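 note: -100% = wells without enzyme as full effect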
Target sequence (Q9BTU6 whole entry, looked up): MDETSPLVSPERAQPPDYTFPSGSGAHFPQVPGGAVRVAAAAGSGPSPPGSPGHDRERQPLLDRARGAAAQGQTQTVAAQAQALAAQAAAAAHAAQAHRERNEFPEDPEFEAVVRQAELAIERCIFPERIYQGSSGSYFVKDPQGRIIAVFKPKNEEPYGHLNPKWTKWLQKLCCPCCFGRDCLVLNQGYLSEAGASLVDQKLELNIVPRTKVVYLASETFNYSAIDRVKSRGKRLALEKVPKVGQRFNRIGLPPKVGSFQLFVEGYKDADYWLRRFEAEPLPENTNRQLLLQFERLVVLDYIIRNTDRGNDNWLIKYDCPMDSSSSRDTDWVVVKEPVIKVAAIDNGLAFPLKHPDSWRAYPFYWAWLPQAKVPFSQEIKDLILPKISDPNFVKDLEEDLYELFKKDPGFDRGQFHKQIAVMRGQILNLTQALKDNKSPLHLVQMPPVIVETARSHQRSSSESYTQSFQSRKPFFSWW
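ADP-Glo luminescence measured ADP generated by PI4K2A enzyme (4 ug/mL before mixing) with 1.2 mM PI substrate (pre-mix) and 300 microM ATP (pre-mix). Tris pH7.5 buffer with MgCl2, Triton X-100; 1 h reaction at ambient temperature.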
IDH1 R132H inh – qHTS for Inhibitors of mutant isocitrate dehydrogenase 1 (IDH1): qHTS | 390,000 tested, 0.093% active | IDH1-R132H enzyme, NADPH consumption, diaphorase/resazurin fluorescence | AID 602179, 2012 | Isocitrate dehydrogenase [NADP] cytoplasmic (Homo sapiens), O75874 | Potency, µM (doses to about 76.6 µM), without a hit: top-dose activity change, negative = inhibition, most hits filed as inhibitors; note: potency is the fitted concentration of half-maximal effect; % is set by controls: 0 for no effect and ±100 for the full control effect; nearly all actives have a fitted effect of over 65% in size
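IDH1-R132H (0.5 ug/mL dispensed) in pH 7.5 Tris buffer was preincubated 30 min with compound, then given a substrate mix of 0.016 mM NADPH and 2 mM alpha-KG for 80 min at room temperature; remaining NADPH was read by diaphorase/resazurin fluorescence.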
RXFP1 agonist – qHTS Assay for Agonists of the Relaxin Receptor RXFP1; Relaxin receptor 1 (Homo sapiens), Q9HBX9; HEK293T-RXFP1 cAMP TR-FRET, 30 min; response scale: percent of porcine relaxin response, buffer zero; Potency, µM (doses to about 57.5 µM), for the others: at the top dose activation, most hits filed as activators; 370,000 tested, 0.3% active; note: potency is the fitted concentration of half-maximal effect; % is set by controls: 0 for no effect and ±100 for the full control effect; nearly all actives have a fitted effect of over 60% in size; many of its hits are not listed in these tables
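HEK293T cells stably expressing RXFP1 were pretreated with the PDE4 inhibitor Ro 20174, exposed to compounds for 30 min at 37C, lysed, and cAMP was read by TR-FRET. Data normalized to buffer (basal) and 29 nM porcine relaxin (100%).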
USP1 inh – Inhibitors of USP1/UAF1: Primary Screen. Ubiquitin carboxyl-terminal hydrolase 1 (Homo sapiens), O94782. recombinant USP1/UAF1, Ub-Rhodamine cleavage fluorescence. Potency, µM (top dose mostly 57.1 µM), for inactives: top-dose activity change, negative = inhibition, actives largely listed as inhibitors. 390,000 tested, 0.23% active. AID 743255, 2014; note: potency is the fitted concentration of half-maximal effect; % is set by controls: 0 for no effect and ±100 for the full control effect; nearly all actives have a fitted effect of over 60% in size; inactives centre near -12
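High-throughput fluorogenic screen: 1nM USP1/UAF1 complex, Ub-Rho substrate 150nM final, 50mM HEPES pH 7.8 with 0.5mM EDTA, 0.1 mg/ml BSA, 1mM TCEP and 0.01% Tween-20.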
TrxR1 substrate – qHTS Assay for Substrates of Mammalian Selenoprotein Thioredoxin Reductase 1 (TrxR1): qHTS. Thioredoxin reductase 1, cytoplasmic (Rattus norvegicus), O89049. purified TrxR1 substrate turnover, NADPH consumption readout. Potency, µM (top dose mostly 114 µM), for inactives: top-dose activity change, negative = substrate turnover. 390,000 tested, 0.01% active. AID 588456, 2011; note: potency is the fitted concentration of half-maximal effect; % is set by controls: 0 for no effect and ±100 for the full control effect; nearly all actives have a fitted effect of over 50% in size
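Rat TrxR1, dispensed at 90 nM, was prereduced with 400 uM NADPH (final) for 5 min at ~22 deg C, then incubated with compound 15 min before 400 uM selenite. A first-read NADPH fluorescence drop versus no-compound background flagged substrates.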
GRP78 ERSR act – qHTS for Inducers of the Endoplasmic Reticulum Stress Response (ERSR) in Human Glioma: qHTS; U87-MG GRP78 promoter luciferase reporter, 16 h; Potency, µM, for inactives: at the highest dose activation, hits mostly activators; 420,000 tested, 0.02% active; note: potency is the fitted concentration of half-maximal effect; series mostly up to about 76 µM; % of control where 0% means no effect; nearly all actives have a fitted effect of over 35% in size
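ERSR induction read as luciferase luminescence (Bright-Glo, 10 min at room temperature) in stably transfected human U87-MG glioma cells exposed to compounds for 16 h, using GRP78 as sensor.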
Vif-A3G inh – qHTS for Inhibitors of Vif-A3G Interactions: qHTS | DNA dC->dU-editing enzyme APOBEC-3G (Homo sapiens), Q9HC16 | HeLa A3G-eYFP + Vif (tagged APOBEC3G with the HIV-1 protein that degrades it), YFP fluorescence, overnight | 410,000 tested, 0.076% active | AID 602310, 2012 | Potency, µM (titrated, usually from 46.1 µM), for inactives: at the highest dose activity, negative = active, hits mostly inhibitors;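 note: potency is the fitted concentration of half-maximal effect; % is set by controls: 0 for no effect and ±100 for the full control effect; nearly all actives have a fitted effect of over 60% in size; hits raise eYFP signal because A3G escapes Vif-driven loss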
Target sequence (Q9HC16 whole entry, looked up): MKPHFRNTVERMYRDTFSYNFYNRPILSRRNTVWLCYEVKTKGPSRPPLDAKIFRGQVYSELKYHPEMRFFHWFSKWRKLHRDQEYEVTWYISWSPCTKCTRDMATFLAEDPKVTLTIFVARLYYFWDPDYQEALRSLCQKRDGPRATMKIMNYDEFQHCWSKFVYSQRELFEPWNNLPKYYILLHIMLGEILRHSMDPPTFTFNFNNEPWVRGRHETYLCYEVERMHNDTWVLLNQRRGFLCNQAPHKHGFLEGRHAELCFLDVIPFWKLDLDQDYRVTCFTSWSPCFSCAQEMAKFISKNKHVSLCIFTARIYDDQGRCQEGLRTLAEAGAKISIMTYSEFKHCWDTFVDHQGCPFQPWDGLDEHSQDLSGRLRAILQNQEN
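Read-out is eYFP fluorescence (Ex 488/Em 500-530) from Vif-expressing HeLa A3G-eYFP cells; more signal means A3G escaped Vif-mediated degradation. Cells plated overnight, compound pinned in, incubated overnight at 37 deg C.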
LDHA inh – qHTS assay for inhibitors of human lactate dehydrogenase. purified LDHA, NADH/diaphorase-resazurin fluorescence; active compounds read low. 480,000 tested, 0.15% active. AID 1347041, 2019. L-lactate dehydrogenase A chain (Homo sapiens), P00338. activity change, % (values are at about 110 or 230 µM); in the data active = activity change below about -30%; inconclusive = mostly about -25% to -30%;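 note: plate controls were DMSO wells for no effect and wells without enzyme for full effect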
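LDH5 2 nM; NADH 0.06 mM, pyruvate 0.2 mM; 200 mM Tris pH 7.4, EDTA, Tween-20; 5 min RT. Detection: diaphorase 0.133 mg/mL + resazurin 37 µM, fluorescence ex540/em590 at 0 and 20 min; normalized to enzyme-free and DMSO wells.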
* = called active by the depositor; ? = inconclusive; / = no result given; & = joins results of further samples; [ ] = another dose, or the depositor's remark. Unless noted, calls come from the whole dose curve; as a rule, active = well fitted curve in the direction sought with a large enough effect; inconclusive = small, poorly fitted or top-dose-only effect, or another doubt; inactive = no such curve, though single readings can be large; an effect the other way counts as inactive or inconclusive.

molecule | Vif-APOBEC3F blk | PI4K2A inh | IDH1 R132H inh | RXFP1 agonist | USP1 inh | TrxR1 substrate | GRP78 ERSR act | Vif-A3G inh | LDHA inh
O=C(CCCn1c(=S)[nH]c2cc3c(cc2c1=O)OCO3)N1CCN(c2ncccn2)CC1 | -4% | 0 | 6% | -0.7% | -11% | 1% | -1% | 0% | 8
CCOc1cccc2sc(NC(=O)c3ccc(S(=O)(=O)N4CCCCC4C)cc3)nc12 (centres undefined) | 1% | 1 | -3% | 0.6% | -9% | 1%[57.1 µM] | -3% | 5% | -6
Cc1ccc(NC(=O)CSc2sc3c(O)cc(=O)[nH]c3c2C#N)c(F)c1 | 0% | 2 | 14% | 4.6% | -7% | -12% | 4% | 1% | -1
C/C(=N\OCC(=O)OCC(=O)N(Cc1ccccc1)C(C)(C)C)c1ccc2c(c1)OCO2 | -13% | 1 | 3% | -0.2% | -23% | -3% | -2% | -1% | -3
COc1ccccc1N1CCN(c2ncnc3c2c(-c2ccccc2)cn3-c2cccc(C)c2)CC1 | 0% | -3 | 10% | 5.2% | -11% | 5%[57.1 µM] | -2% | 3% | 0
CC(C)CCOc1ccc(/C=N/N2C(=O)CSC2=S)cc1 | -12% | -1 | -12% | 2.0% | -16% | -9% | -3% | 1% | 11
O=C(COc1ccc2c3c(c(=O)oc2c1)CCC3)NCc1ccccn1 | -2% | -5 | 3% | 2.8% | -30% | 37%[activator] | -1% | 0% | -1
CN(CCCNC(=O)c1cc2c(Cl)nc3ccccc3c2s1)Cc1ccccc1 | ? | 2&0 | 0%&-10% | 0.1%&3.6% | -23%&-2% | -1%&-1% | -4%&-3% | 0%&6% | -1&-3
CCN(CC(=O)NCc1cccs1)C(=O)CCCOc1ccc(C(C)(C)C)cc1 | 1% | 7 | 5% | 1.5% | -20% | -13% | -3% | -1% | 0
Fc1ccc(CNC(=S)NC2CCCC2)cc1 | -3% | -15 | 13% | -1.7% | -15% | -12%[57.1 µM] | 0% | -1% | 0
Cc1ccc(S(=O)(=O)N2CC=C(N)N2)cc1 | 9% | -1 | -2% | / | -4% | 2%[11.4 µM] | -4% | -3% | -1
Fc1ccc(Nc2ncnc3onc(-c4cccc(Cl)c4)c23)c(F)c1 | 3% | 4 | -12% | 4.0% | -9% | -4% | -3% | 1% | -6
COc1ccccc1-c1nnc(SC(C)C(=O)NCC2CCCO2)n1C (centres undefined) | 1% | 6 | 16% | / | -10% | -8%[57.1 µM] | -3% | 4% | -2
COc1ccc(C(=O)Nc2c(N)nc(SCC(=O)Nc3ccc(NC(C)=O)cc3)[nH]c2=O)cc1 | -1% | -4 | -3% | -0.3% | -6% | -8% | -4% | -2% | -5
COc1ccc(/C=C2\SC(=S)N(CCC(=O)NCCc3ccc(O)cc3)C2=O)cc1 | 0% | 0 | 4% | 0.5% | -15% | 0% | -6% | 1% | -4
CC(C)Oc1ccc(C2CC(=O)N(c3cccc(Br)c3)C2=O)cc1 (centres undefined) | 3% | -3 | -1% | 4.5% | -11% | 3% | 1% | -6% | 2
CCCC(=O)Nc1c(-c2cccs2)c(=O)c2ccccc2n1C | -10% | 0 | 1% | 0.3% | -6% | 1% | -2% | 1% | 1
Clc1ccc(Cn2ncc3c(N4CCCCC4)ncnc32)cc1 | -8% | 9 | 3% | -0.6% | -10% | -8% | 0% | -7% | -1
CSc1ccccc1C(=O)NC1CCSc2ccccc21 (centres undefined) | 0% | 0 | -3% | 0.4% | -10% | -2% | 1% | -8% | -11
CCN(C(=O)CSc1nnc(C2CC2)n1-c1ccccc1)C1CCS(=O)(=O)C1 (centres undefined) | 4% | 1 | -2% | 0.9% | -13% | 4% | -4% | 3% | 0
C[C@H](CO)N1C[C@H](C)[C@@H](CN(C)S(C)(=O)=O)Oc2ccc(NC(=O)Nc3ccccc3)cc2C1=O | 6% | 4 | -4% | / | -7% | 8% | -3% | 2% | 3
Cc1ccc(N2C(=O)CS/C2=C(\C(Cl)=C(Cl)Cl)[N+](=O)[O-])cc1 | 25µM* | -12 | -5% | -0.5% | 8% | 0% | -3% | ? | -11
CN1CCN(c2oc(-c3ccc(COc4ccc(Cl)cc4)o3)nc2C#N)CC1 | 0% | 0 | -8% | 1.4% | -12% | 3% | 0% | 5% | -1
COc1ccccc1C(=O)NNC(=O)C1CCN(C(=O)OC(C)(C)C)CC1 | -22% | 5 | -13% | -2.7% | -4% | 10%[57.1 µM] | -3% | 0% | -3
O=C(Nc1ccc(-n2nncc2-c2ccccc2)cc1)c1cccc(F)c1 | 0% | -3 | -13% | -0.7% | -11% | -11%[57.1 µM] | -2% | 1% | -5
CCC(=O)NCCCOc1ccccc1 | -1% | 0 | 0% | -3.0% | -6% | 4%[57.1 µM] | -2% | 3% | 2
COc1cccc(C(=O)C2CCCN(C(=O)CCC3=NNC(=O)CC3)C2)c1 (centres undefined) | -1% | -2 | -6% | -1.3% | 11% | -2% | 0% | 0% | -8
COc1ccccc1C(=O)NC(=S)Nc1ccccc1N1CCCCC1 | 5% | 5 | 9% | -0.7% | -21% | -5% | 0% | 0% | 0
O=C(N/N=C/c1cc([N+](=O)[O-])cc([N+](=O)[O-])c1O)C(O)(c1ccccc1)c1ccccc1 | -7% | -4 | -7% | -1.7% | -26% | -11% | -7% | -2% | 0
NC(CSC1(c2ccccc2)c2ccccc2-c2ccccc21)C(=O)O (centres undefined) | 12% | 2 | 0% | / | -10% | 5%[11.4 µM] | 1% | -6% | -9
COCCn1c(=O)[nH]c(=O)c2c1nc(-c1cc(Br)c3c(c1)OCO3)n2Cc1ccccc1 | -10% | 3 | -3% | 6.8% | -17% | 6% | -1% | -1% | -9
O=C(c1ccc2c(Cl)c3c(nc2c1)CCCC3)N1CCN(c2ccccc2F)CC1 | -2% | 7 | 9% | -1.3% | -28% | 2% | -4% | 2% | -1
CCN=C1Sc2nc3ccc(OCC)cc3cc2CN1CCOC | -15% | 5 | -3% | 4.1% | -11% | 2% | 4% | 1% | 5
CCOC(=O)c1cc(N)cc([N+](=O)[O-])c1 | 1% | 4 | 3% | 2.5% | -17% | 15%[57.1 µM] | -3% | 3% | -5
Cc1ccc(/C=C/S(=O)(=O)NCC(=O)OCC(=O)Nc2ccc(C(=O)N(C)C)cc2)cc1 | 7% | 2 | -17% | 0.2% | -19% | 2% | -3% | 0% | -5
FC(F)(F)c1nc2ccccc2nc1N/N=C\c1ccccc1 | 7% | 2 | 2% | -0.8% | -16% | -10%[57.1 µM] | 5% | -15% | 3
Cc1ccc(NC(=O)Nc2nnc(Cc3ccc(F)cc3)s2)cc1 | 5% | 0 | -4% | 2.7% | -23% | 5% | 3% | -4% | -12
O=C(NNc1c(Cl)cncc1Cl)c1cccs1 | -1% | 3 | -2% | 0.4% | -21% | -2% | -3% | 2% | -8
Cc1ccc(CNC(=O)Cn2ccc3cc(S(=O)(=O)N4CCCC4)ccc32)o1 | -13% | -7 | -4% | 1.8% | -11% | 7%[57.1 µM] | -4% | -7% | -7
COc1ccc(CCNC(=O)CN(c2ccc(OC)c(OC)c2)S(=O)(=O)c2ccccc2)cc1OC | 2% | -2 | -8% | -0.2% | -2% | 3% | 5% | 1% | -6
O=C(NS(=O)(=O)Oc1ccc(Cl)cc1)OC[C@@H]1CCCN2CCCC[C@H]12 | -4% | 0 | 3% | 1.8% | -21% | -1% | -1% | -1% | -11
Cc1nn(-c2ccccc2)c(-n2cccc2)c1C(=O)NCCCN1CCN(c2ccccc2F)CC1 | 8% | -2 | 11% | -1.9% | -7% | 0% | 5% | 2% | -3
CC(=O)c1cnn(-c2ccccc2)c1C | 1% | 3 | 18% | -0.2% | -6% | 8%[57.1 µM] | 0% | 2% | -5
COc1ccc(CCn2c(N)cc(=O)[nH]c2=O)cc1OC | 5% | -5 | 14% | -0.4% | -4% | 7% | -2% | 0% | 3
Nc1ncnc2sc3c(c12)CCNC3 | 0% | -2 | 23% | 16% | -9% | 3% | -1% | 2% | -3
COc1ccc(CCNC(=O)C2CCN(S(=O)(=O)c3c(C)noc3C)CC2)cc1OC | -6% | 0 | 4% | -0.4% | 0% | -1% | -2% | 3% | -2
O=C1CN(C(=O)C2CCCC2)CCN1 | -15% | 1 | 9% | 0.0% | -19% | -2% | -4% | -1% | -2
O=C(Nc1ccc2nc([C@@H]3O[C@H](CO)[C@@H](O)[C@H](O)[C@H]3O)[nH]c2c1)NC(c1ccccc1)c1ccccc1 | / | -6 | / | / | / | / | 1% | -2% | 9

An excerpt, so the mix of outcomes need not match the whole.
